Screens deposited in PubChem BioAssay by several laboratories.
GC-B act = GC-B (human) receptor activation. P20594. HEK293-GC-B cells, CNP EC30, cGMP TR-FRET; 0% at EC30 CNP, 100% saturating CNP. activation, % at 10 µM. actives 0.11% (n = 370,000). AID 1920062;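 active = activation at 10 µM reaching about 35% in either raw or pattern-adjusted values, limit read from the data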
GC-A act = GC-A (human) enzyme activation. HEK293 GC-A cells, cGMP TR-FRET, EC30 ANP; 0% at EC30 ANP, 100% saturating ANP. actives 0.14% (n = 370,000). activation, % at 10 µM. P16066; in the data active = activation above about 40%
DAX1 inh-1 = inhibits human nuclear receptor DAX1; P51843; HEK293 Gal4-DAX1 luciferase reporter, luminescence; inhibition, % at 6.75 µM; actives 0.99% (n = 340,000); AID 504766;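 active = inhibition above the mean over all tested compounds plus 3 SD, cut at about 4.2% in these data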;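 also: 0% = DAX1-transfected cells with DMSO and 100% = empty-vector control cells with DMSO; inhibition shows as a rise in luminescence from relieved DAX1 repression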
Target sequence (P51843 207-470 limits assumed): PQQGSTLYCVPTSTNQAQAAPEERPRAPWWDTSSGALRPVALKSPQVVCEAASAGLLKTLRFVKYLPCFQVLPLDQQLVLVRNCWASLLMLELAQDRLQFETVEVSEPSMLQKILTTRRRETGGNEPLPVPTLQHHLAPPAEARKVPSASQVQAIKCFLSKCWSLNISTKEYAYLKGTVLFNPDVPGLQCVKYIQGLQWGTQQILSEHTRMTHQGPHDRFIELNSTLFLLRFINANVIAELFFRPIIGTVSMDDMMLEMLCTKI
HGIII-sPLA2 inh = Inhibits HGIII-sPLA2 liposome hydrolysis, primary screen. Q9NZ20. QFRET BODIPY PC-A2 liposome hydrolysis, fluorescence. inhibition, % at 12.2 µM. actives 0.56% (n = 370,000);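 active = inhibition above mean plus 3 SD of compounds lying within the high and low control bounds, cut at about 19% in these data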;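 also: 0% = median of test compound wells and 100% = no enzyme DMSO wells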
Target sequence (Q9NZ20 whole entry, looked up): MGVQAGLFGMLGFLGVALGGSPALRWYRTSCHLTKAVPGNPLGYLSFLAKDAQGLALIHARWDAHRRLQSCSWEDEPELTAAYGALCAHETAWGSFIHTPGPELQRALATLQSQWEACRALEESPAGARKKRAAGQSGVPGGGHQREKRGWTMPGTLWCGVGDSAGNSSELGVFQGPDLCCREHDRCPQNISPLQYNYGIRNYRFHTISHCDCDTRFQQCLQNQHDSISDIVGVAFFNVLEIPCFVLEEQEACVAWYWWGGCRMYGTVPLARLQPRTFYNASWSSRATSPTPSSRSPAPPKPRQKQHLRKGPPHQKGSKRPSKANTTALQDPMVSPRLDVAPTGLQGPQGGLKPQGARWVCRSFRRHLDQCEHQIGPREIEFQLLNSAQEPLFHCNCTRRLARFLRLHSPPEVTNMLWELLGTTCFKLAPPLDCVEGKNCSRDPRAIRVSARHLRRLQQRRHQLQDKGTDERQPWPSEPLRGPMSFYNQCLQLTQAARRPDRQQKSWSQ
SMARCA2 activ = increases SMARCA2 function in MMTV reporter cells. MG213 cells, MMTV-luciferase reporter, dexamethasone, overnight. actives 1% (n = 370,000). activation, % at 9.1 µM. AID 652017; in the data active = activation above about 7.8%;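 also: 0% = vehicle wells and 100% = reference activator wells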
DAX1 inh-2 = DAX1 (NR0B1) inhibition, primary screen; AID 652010; HEK293T StAR-luciferase reporter, SF-1/DAX-1 repression relief; actives 1.1% (n = 370,000); inhibition, % at 6.8 µM;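 active = inhibition above the mean over all tested compounds plus 3 SD, cut at about 3.6% in these data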;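 also: 0% = DAX-1 cells with DMSO and 100% = cells lacking DAX-1 with DMSO; higher inhibition means more luminescence from relief of DAX-1 repression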
ADAM10 inh = inhibits human ADAM10; actives 0.62% (n = 370,000); inhibition, % at 7 µM; recombinant ADAM10, EDANS/DABCYL FRET peptide cleavage, 3 h;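 active = inhibition above a per-campaign cutoff equal to the mean of compounds falling between control-based bounds plus 3 SD, cut at about 20% in these data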;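 also: 0% = DMSO wells while the 100% control is not disclosed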
ssDAF12 agonist = S. stercoralis DAF-12 activation, primary screen; HEK293 ssDAF-12/GRIP1 lit1-tk-luc reporter, luminescence; % of 3 µM dafachronic acid response; activation, % at 6.8 µM; actives 1% (n = 370,000); AID 652126;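 active = activation above the mean over all tested compounds plus 3 SD, cut at about 0.9% in these data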;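 also: 0% = DMSO-only wells and 100% = 3 µM delta7-dafachronic acid wells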
hgDAF-12 ag = activates the H. glycines DAF-12 receptor ligand-binding domain; activation, % at 6.8 µM; HEK293 GAL4-hgDAF12 UAS-luciferase reporter, agonist luminescence; normalized to butyrate control; actives 1.8% (n = 370,000);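 active = activation above a cutoff set at the mean of all screened compounds plus 3 SD, cut at about 10% in these data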;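 also: 0% = DMSO wells and 100% = sodium butyrate wells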
FXN GAA850 act = frataxin GAA850 promoter activation | HEK293 lucGAA850 FXN promoter luciferase reporter, 24 h; percent of 10 µM SAHA response | activation, % at 6 µM | actives 0.56% (n = 360,000) | AID 540364;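 active = activation above the average of all compounds screened plus 3 SD, cutoff fixed separately per campaign, cut at about 7.5% in these data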;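 also: 0% = DMSO wells and 100% = 10 µM SAHA wells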
hcDAF12 agonist = H. contortus DAF-12 activation, primary screen; HEK293 hcDAF-12 lit1-tk-luc reporter, luminescence; 0% DMSO, 100% Δ7-dafachronic acid; activation, % at 6.8 µM; actives 1.4% (n = 370,000); AID 652067;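 active = activation above the mean of all tested compounds plus 3 SD, cut at about 5.5% in these data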;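 also: 100% = response to 3 µM Δ7-dafachronic acid high control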
The depositor's hits bear a star; i = inactive; · = no result given. Not a hit list, and some 6.6% of all compounds hit somewhere here.

SMILES	GC-B act	GC-A act	DAX1 inh-1	HGIII-sPLA2 inh	SMARCA2 activ	DAX1 inh-2	ADAM10 inh	ssDAF12 agonist	hgDAF-12 ag	FXN GAA850 act	hcDAF12 agonist
C[C@H](NC(=O)c1nc[nH]c1C(=O)N1CCN(c2ccccc2)CC1)C(=O)OCc1ccccc1	1.6	3.1	0.2	-9.4	1.4	0.4	4.5	-1.3	-0.2	0.9	-0.9
CCc1cc(=O)oc2c3c(cc(OCC(=O)N[C@H](C(=O)O)[C@H](C)CC)c12)OC(C)(C)CC3	4.1	2.4	0.7	-4.7	1.6	-0.2	i	-1.1	0.6	1.1	-1.4
C[C@]12c3[nH]c4ccc(Cl)cc4c3CCN1C(=O)[C@@H](CC(=O)NCCC1=CCCCC1)C[C@@H]2C(=O)N1CCOCC1	-3.5	-5.5	0.1	2.6	-2.9	-1.5	-1.8	-1.1	-2.6	-2.9	-1.8
CCN(Cc1ccncc1)C(=O)C1CCN(S(=O)(=O)c2cccs2)CC1	6.7	3.4	-1.5	0.8	-3.0	0.8	3.4	-1.1	3.0	3.1	-0.9
COc1cccc(OC)c1NC(=O)Cn1nc(C)c2ccccc2c1=O	0.1	2.6	0.0	18.2	-4.1	0.2	-6.3	-1.3	-1.7	1.3	-1.7
C(=N/Nc1nccs1)/c1cccnc1	5.4	-1.1	-0.8	-1.5	0.5	-0.5	-0.3	-0.6	2.8	-0.5	0.6
CN1CCN(c2ccc(NC(=O)COc3ccccc3[N+](=O)[O-])cc2)CC1	4.0	-2.1	0.9	-1.2	1.3	0.2	8.5	-0.8	-0.4	1.0	-0.5
COc1ccc(C2=NOC(C(=O)NCCN3CCOCC3)C2)cc1 (centres undefined)	4.6	-0.6	0.0	2.0	-0.8	-1.2	7.0	-0.6	-0.2	-0.8	-0.9
O=c1c2c3nc4ccccc4nc3n(/N=C/c3ccco3)c2ncn1CCC1=CCCCC1	4.8	0.4	1.8	7.2	-3.5	-0.4	-3.5	-1.2	0.0	-0.2	-1.9
CCOc1ccc(OCC(=O)Nc2cccc(S(=O)(=O)NC3=NCCC3)c2)cc1	-4.5	2.5	0.1	-8.4	5.8	1.1	-2.0	-0.9	4.4	1.7	-1.5
COc1ccc(NC(=O)C2c3ccccc3OCC(=O)N2Cc2ccco2)cc1 (centres undefined)	1.5	-0.6	·	1.0	-5.1	0.6	-12.2	-0.3	-0.1	·	0.4
CCCCN1CC(=O)N2[C@H]3c4cc(C)ccc4OC[C@@H]3[C@H](c3ccccc3)[C@]2(C)C1=O	-3.0	-5.0	1.1	-4.8	-0.7	0.3	-1.8	-1.2	-3.8	1.2	-0.6
Cc1cccc(NS(=O)(=O)c2cc(OCC(N)=O)c(C)cc2Cl)c1	-4.4	-8.2	0.1	-5.2	-2.9	-0.7	5.3	-1.3	0.9	-3.0	-1.1
CCC(c1nnnn1Cc1ccc(OC)cc1)N1CCN(C(=O)c2ccco2)CC1 (centres undefined)	1.5	-3.0	-1.6	-1.9	4.9	-0.4	5.2	-1.2	2.2	0.5	0.0
COc1ccc(CCC(=O)N2CCCSC2=Nc2ccc(C(C)=O)cc2)cc1	2.4	3.9	0.6	15.8	-4.2	0.5	-14.7	-1.8	0.8	-2.3	-2.5
CCOc1ccccc1NC(=O)c1cccnc1	11.2	-10.3	-0.7	-0.6	-1.7	-0.2	8.6	-1.4	-1.5	2.4	-0.6
CC1CCCN(CCCCOc2cccc(Br)c2)C1 (centres undefined)	1.2	-2.3	1.0	2.9	-0.5	-0.2	7.6	-1.1	-0.8	2.5	-1.0
CCOc1cc(/C=N/n2cnnc2)ccc1OCC(=O)Nc1ccccc1OC	3.7	-1.5	1.1	1.7	1.6	-0.3	-6.2	-1.2	2.5	1.1	-1.2
CC1CCC(NC(=O)C2CCC(CNc3c(N4CCCCC4)c(=O)c3=O)CC2)CC1 (centres undefined)	4.7	-3.9	0.5	7.8	0.9	0.5	3.3	-1.1	1.9	2.4	0.6
O=C(Nc1cc(=O)[nH]c2nc(-c3ccccc3)nn12)c1ccc(Cl)cc1	-0.8	-6.9	·	5.6	4.5	0.6	3.1	-0.7	-1.9	·	-0.8
Nc1ccccc1Nc1ccncc1[N+](=O)[O-]	4.7	-4.9	-0.4	1.9	0.5	-1.5	-2.9	-0.4	0.1	-1.9	-0.2
CSC[C@H]1CN(CCc2ccccc2)C(=O)[C@@H]1CC(=O)Nc1ccc(Br)cc1	0.1	-1.2	1.0	-16.9	-4.8	-0.9	2.6	-1.0	-1.1	0.1	1.1
CCn1c(COc2ccc3c(c2)CCCC3)nnc1SCC(=O)Nc1ccc(C(=O)OC)cc1	5.6	0.0	0.2	-3.9	-1.9	-1.6	-0.9	-0.3	3.3	2.5	5.1
CCc1ccc(NC(=O)CSc2nc3ccccc3c(=O)n2CCN2CCOCC2)cc1	-3.7	8.4	2.0	0.9	-2.6	-0.1	-1.1	-1.9	-0.8	-0.9	-1.4
CC(=O)Oc1ccc(C)cc1-n1nc2ccccc2n1	-2.9	-5.6	3.3	-2.8	4.7	2.4	-9.1	0.4	10.1	4.4	2.9
Cc1onc(-c2ccccc2Cl)c1C(=O)NCc1nnnn1-c1ccc(F)cc1	-4.5	-0.7	-0.8	1.4	0.0	-0.5	-1.6	-1.1	0.1	-1.2	-1.0
CCN(CC(=O)Nc1c(F)cccc1F)C(=O)C1(c2ccccc2)CC1	-2.6	1.5	-0.6	5.2	-2.8	-0.3	-7.8	-0.7	-0.5	-0.4	-0.4
O=c1[nH]c2ccccc2nc1Cc1ccc([N+](=O)[O-])cc1	-8.3	1.8	-1.1	-6.3	-2.0	-0.1	-2.1	-0.9	0.0	-1.8	-2.2
CC[N+]1(CC(O)COC2CC(C)CC(C)(C)C2)CCOCC1 (centres undefined)	5.2	-0.8	0.5	-5.3	-1.0	-0.6	-0.9	-1.6	0.2	-0.9	-0.2
CCN(c1ccccc1)S(=O)(=O)c1ccc(Cl)c(NC(=O)CSc2nncn2C)c1	1.5	0.0	0.8	-0.6	-0.5	-0.3	0.0	-0.9	-0.9	1.3	1.0
Cc1ccsc1/C=N/n1cnnc1	1.1	4.2	1.3	-1.2	0.7	0.1	4.8	0.2	-0.1	0.0	2.6
CCOc1ccc(NC(=O)Nc2cc(-c3ccccc3)sc2C(=O)OC)cc1	-0.6	-2.0	0.5	1.0	1.5	0.1	-2.5	-0.9	-0.3	0.0	4.5
CCc1ccc(N2C(=O)c3sc4nnc(C)c(=O)n4c3C2=O)cc1	-10.5	2.9	0.7	-0.9	-0.9	-0.6	-4.6	-1.0	-1.4	-2.7	0.2
O=S(=O)(Nc1ccccc1C(F)(F)F)c1ccc(-c2ccccn2)s1	-0.1	-0.3	0.0	-32.4	-0.4	-0.6	7.6	-1.2	-2.4	3.5	1.9
COc1cccc(CN2CCN(Cc3cc(OC)c(OC)c(OC)c3)CC2)c1OC	-1.9	-0.1	-2.4	4.5	-2.4	-0.2	-2.6	1.3*	1.6	1.7	4.0
COc1ccccc1N(Cc1ccccc1)S(=O)(=O)c1cc(C(=O)O)ccc1Cl	0.4	-1.4	-0.3	-27.5	-2.4	1.2	3.5	-0.8	0.7	0.6	1.0
CC12CCC(C(=O)N(c3cccc(Cl)c3)C1=O)C2(C)C (centres undefined)	0.3	3.0	-0.7	7.1	-1.7	0.0	-3.3	-0.1	-0.5	1.0	0.5
O=C(OCc1ccc(F)cc1)c1ccc2c(c1)-c1ccccc1C2=O	-3.8	-0.3	-0.7	0.7	-0.7	-0.1	4.1	-1.0	0.7	0.8	-1.0
O=C(C=Cc1ccco1)c1ccc2ccccc2c1	3.8	-2.1	2.8	4.9	6.2	2.6	-11.8	-0.7	6.0	7.3	-0.6
COc1cccc(NC(=O)CN2C(=O)NC(C)(C3CC3)C2=O)c1 (centres undefined)	1.5	-0.2	0.0	-4.0	-1.9	0.0	-0.7	-1.4	-0.8	1.9	2.4
CC(C)(C)OC(=O)Cn1c(=O)cnc2ccccc21	-4.6	0.6	0.1	5.2	1.3	0.2	-83.6	-1.2	-0.3	0.9	-1.2
CCCn1c(N)c(C(=O)NS(=O)(=O)c2ccc(C)cc2)c(=O)n(C)c1=O	4.3	-1.6	-1.3	4.1	-5.5	-1.1	-7.3	-1.6	1.7	-1.4	-0.9
O=C(Nc1ccccc1N1CCCC1)c1ccc2ccccc2c1	-3.0	-13.0	-1.1	10.1	-0.2	-0.3	4.3	-0.4	1.2	1.9	2.3
CN(C)S(=O)(=O)c1ccc(C(=O)NCC(c2cccs2)N2CCOCC2)cc1 (centres undefined)	0.4	1.4	0.6	4.5	0.9	-0.1	-2.0	-1.0	3.6	1.3	-1.6
Cc1ccc(NC(=O)N(Cc2cc3cc(C)cc(C)c3[nH]c2=O)CC2COCCO2)cc1 (centres undefined)	-3.0	-2.3	-0.2	-5.7	-0.5	-0.8	3.5	-1.1	2.3	-0.1	-1.8
O=C(NCC(c1ccco1)N1CCN(c2ccc(F)cc2)CC1)C(=O)NC1CCCCC1 (centres undefined)	3.8	-1.3	1.7	18.4	-3.4	0.9	-15.2	-0.4	0.4	-0.3	-1.9
NS(=O)(=O)c1ccc(NC(=O)C(Sc2ccccc2)c2ccccc2)cc1 (centres undefined)	-0.8	-4.1	0.3	-44.6	0.3	0.1	1.6	-1.6	0.9	6.7	-0.3
Cc1cc(C)n2nc(-c3sccc3-n3cccc3)cc2n1	-12.4	-7.7	0.4	-5.5	0.0	-0.6	-8.6	-0.9	0.8	0.3	-1.7
COc1ccc(-n2c(-c3ccc(Cl)cc3)c[n+]3c2CCc2ccccc2-3)cc1	-6.4	-2.3	-2.8	-5.4	-5.3	-2.7	-3.0	-2.5	-7.3	-3.0	-5.3
CCOC(=O)[C@@]12CN(C(=O)OC(C)(C)C)CC=C1N(Cc1ccc(OC)cc1)C(=O)[C@H]2CC(=O)NCCC(C)C	4.0	-3.7	·	-2.9	-3.2	-0.7	1.6	-1.3	-1.8	·	-2.6
CN(C)c1ccc(C(=O)NC2CCCCN(Cc3ccc(Cl)cc3)C2=O)cc1 (centres undefined)	3.3	-0.1	·	0.6	1.4	0.8	9.3	-0.8	7.5	·	2.8
O=C(CN1Cc2ccccc2C1=O)Nc1ccc2c(c1)OCCO2	1.0	-0.8	0.9	3.4	-1.0	-2.2	8.7	-1.7	-1.5	-1.0	-1.5

Structures shown so far containing bromine:
SMILES	GC-B act	GC-A act	DAX1 inh-1	HGIII-sPLA2 inh	SMARCA2 activ	DAX1 inh-2	ADAM10 inh	ssDAF12 agonist	hgDAF-12 ag	FXN GAA850 act	hcDAF12 agonist
CC1CCCN(CCCCOc2cccc(Br)c2)C1 (centres undefined)	1.2	-2.3	1.0	2.9	-0.5	-0.2	7.6	-1.1	-0.8	2.5	-1.0
CSC[C@H]1CN(CCc2ccccc2)C(=O)[C@@H]1CC(=O)Nc1ccc(Br)cc1	0.1	-1.2	1.0	-16.9	-4.8	-0.9	2.6	-1.0	-1.1	0.1	1.1
